Screening results deposited in PubChem BioAssay by Broad Institute.
miR-122 sensor = miR-122 inhibition in Huh7 cells. activation (reporter increase), % at 12.5 µM. Huh7 miR-122 Renilla luciferase sensor, 48 h; neutral wells = 0, positive control = 100. hit rate 0.3% among 340,000;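 active = mean replicate activation score at least 90 and every replicate individually at or above 90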;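 note: higher luciferase means less miR-122 activity so hits act as miR-122 inhibitors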
E-selectin induc = E-selectin induction on HUVECs; P16581; HUVEC E-selectin immunofluorescence imaging; normalized: neutral wells 0, TNF-alpha wells 100; activation, % at 7.58 µM; hit rate 0.37% among 260,000;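 active = mean E-selectin-positive cell signal at least 10% of the positive control, reached in at least 60% of replicates, without over 20% cell loss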;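 note: in these data hits start at about 27%; measured in HUVEC primary endothelial cells; signal is the percent of cells scored E-selectin positive by PE staining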
Target sequence (P16581 whole entry, looked up): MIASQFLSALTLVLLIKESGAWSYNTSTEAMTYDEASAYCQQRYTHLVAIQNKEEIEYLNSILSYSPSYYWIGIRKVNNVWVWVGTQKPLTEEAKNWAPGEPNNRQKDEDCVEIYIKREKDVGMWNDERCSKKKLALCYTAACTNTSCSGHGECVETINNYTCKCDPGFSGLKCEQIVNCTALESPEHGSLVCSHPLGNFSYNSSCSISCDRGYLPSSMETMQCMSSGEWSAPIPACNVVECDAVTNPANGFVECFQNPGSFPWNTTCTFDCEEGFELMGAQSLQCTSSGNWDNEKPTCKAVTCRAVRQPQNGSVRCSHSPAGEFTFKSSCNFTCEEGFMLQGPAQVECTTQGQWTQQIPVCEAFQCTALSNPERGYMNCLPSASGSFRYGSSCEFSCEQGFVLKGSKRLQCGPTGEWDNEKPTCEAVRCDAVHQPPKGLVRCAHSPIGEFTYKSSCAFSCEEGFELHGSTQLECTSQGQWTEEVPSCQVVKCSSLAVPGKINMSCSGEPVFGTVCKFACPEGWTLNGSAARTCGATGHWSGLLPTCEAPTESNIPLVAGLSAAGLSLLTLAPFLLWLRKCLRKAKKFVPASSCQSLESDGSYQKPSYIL
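Assay system: HUVEC primary endothelial cells. Input: 3,000 HUVEC seeded per well. Doses: one compound dose added by pin transfer. Read-out basis: % PE-positive cells. Benchmarks: TNF-alpha high, DMSO low. Detection: immunofluorescence imaging. Buffer or medium: EGM-2, gelatin.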
PGC1a acetyl inh = modulators of PGC1a acetylation | U2OS PGC1a acetylation, AlphaScreen anti-acetyl-lysine; with virally co-expressed GCN5 acetyltransferase | inhibition, % at 15.6 µM | hit rate 0.17% among 350,000;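 active = every replicate shows inhibition of at least 40%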;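 note: 0% = neutral control wells and 100% = positive control wells; some results beyond the cut were filed as inactive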
RAD54 inh = RAD54 (human) branch migration inhibition; Q92698; RAD54 Holliday junction branch migration, FAM/BHQ fluorescence; inhibition, % at 10.4 µM; hit rate 0.14% among 360,000;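 active = mean normalized replicate activity at least 40 and at least half of replicates scoring 40 or more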;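 note: 0% = median of neutral control wells and 100% = median of positive control wells; inhibitors cause a drop in the FAM fluorescence signal; in these data hits start at about 50%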
ERAP1 HTS inh = inhibitors of human ERAP1 aminopeptidase; Q9NZ08; recombinant ERAP1, Leu-AMC fluorescence, 60 min; inhibition, % at 10.7 µM; hit rate 0.15% among 340,000;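 active = mean replicate inhibition of at least 30%, or all replicates individually reaching that 30% level; inactive = mean below 30% and not every replicate reaching it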;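 note: 0% = neutral control wells and 100% = L-leucinethiol positive control wells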
PglD DTNB = blocks C. jejuni PglD acetyltransferase activity. hit rate 0.098% among 360,000. purified PglD enzyme, DTNB colorimetric CoA detection. inhibition, % at 12.5 µM; in the data active = inhibition above about 16%, passing the limit was not always enough; note: strong numbers were not always called active
RAD52 inh = blocks human RAD52 DNA annealing; P43351; recombinant RAD52 DNA annealing, FRET fluorescence; AID 651710; inhibition, % at 18.7 µM; hit rate 0.46% among 360,000;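 active = every replicate showing at least 50% inhibition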
Target sequence (P43351 whole entry, looked up): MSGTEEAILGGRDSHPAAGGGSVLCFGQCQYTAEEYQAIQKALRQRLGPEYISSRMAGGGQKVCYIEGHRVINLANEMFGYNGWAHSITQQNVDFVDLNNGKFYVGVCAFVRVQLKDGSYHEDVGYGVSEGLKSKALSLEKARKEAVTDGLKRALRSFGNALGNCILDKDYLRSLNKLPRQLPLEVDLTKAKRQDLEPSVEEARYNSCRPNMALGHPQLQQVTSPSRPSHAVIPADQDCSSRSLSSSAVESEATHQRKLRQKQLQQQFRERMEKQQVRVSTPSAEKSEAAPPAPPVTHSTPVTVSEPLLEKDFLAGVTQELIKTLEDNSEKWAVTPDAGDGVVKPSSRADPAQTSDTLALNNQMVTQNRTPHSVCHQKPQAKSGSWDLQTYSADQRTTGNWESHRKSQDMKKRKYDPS
Cneo AK release = causes C. neoformans cell lysis. adenylate kinase release luminescence, 4 h; normalised: neutral wells 0, clomiphene wells 100. lysis activity, % at 15 µM. hit rate 0.2% among 360,000;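 active = mean lysis activity across replicates of at least 80%, whatever share of replicates individually reach that level; inactive = mean lysis activity below 80%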
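Assay system: log-phase C. neoformans yeast / Quantity: yeast cell density of 5 × 10^6 cells/mL / Medium: fresh YPD growth medium / Compound: single dose / Timing: static 4 h at 37 °C with compound, 1 h detection / Measured by: adenylate kinase release luminescence / Read-out: lysis from increased AK signal / Benchmarks: Clomiphene as positive lysis control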
Numbers without * were called inactive; nt = no result given; & = joins results of further samples; [ ] = remark or other dose.

SMILES	miR-122 sensor	E-selectin induc	PGC1a acetyl inh	RAD54 inh	ERAP1 HTS inh	PglD DTNB	RAD52 inh	Cneo AK release
Cc1c(C(=O)NCC2CC2)sc(=O)n1Cc1cccc(F)c1	nt	nt	nt	6	nt	2	-20	-1
O=C(C[C@H]1CC[C@@H]2[C@H](COC[C@H](O)CN2C(=O)Cc2ccccc2)O1)NC1Cc2ccccc2C1	-6[16.7 µM]	-0.1	0	1	nt	-2	nt	-1
C[C@H](CO)N1C[C@H](C)[C@H](CN(C)Cc2cccnc2)Oc2ncc(/C=C/c3ccccc3)cc2C1=O	-3[16.7 µM]	0.3	1	-2	-1	-4	11	-1
O=C(NC1CC1)c1ccc2c(c1)N(Cc1ccc(Cl)cc1)CCS2	5	nt	-5	2	-3	2	-18	-2
O=C(NCCCn1ccnc1)c1ccc(OCC(F)(F)F)cc1	nt	-0.3	nt	-11	2	-2	8	1
CCn1c(C(=O)NCCCN2CCc3ccccc3C2)cc2sccc21	-7	nt	-2	-11	nt	2	nt	2
CN1c2ccc(-c3ccc(F)cc3)cc2[C@H]2[C@H](CCN2C(=O)c2cccnc2)[C@@H]1CO	22[16.7 µM]	0.8	20	0	nt	3	nt	23
C[C@@H]1CN([C@H](C)CO)C(=O)c2cc(Br)cnc2O[C@H]1CN(C)C(=O)c1ccc(F)cc1	-4&3[16.7 µM]	-0.4&-0.5	-17&-17	-4&5	-1&-3	0&0	-10&-4&-1	3&-2
COc1cc(/C=N/NC(=O)c2ccc(O)cc2)ccc1OCC(=O)Nc1cccc([N+](=O)[O-])c1	-7	nt	52*	2	-3	8	-4	2
CC(C)(C)OC(=O)C[C@@H]1C/C=C\C[C@@H](CC(=O)N[C@@H](CO)Cc2ccccc2)C(=O)N2CCC[C@@H]2COC1=O	10	-0.2	nt	-10	5	7	0	24
COc1ccc(N2CCC(CNC(=O)Nc3ccc(Cl)cc3)C2)cc1 (configuration not stated)	-1	nt	-2	-3	1	-2	2	-1
COc1ccc(NC(=O)N(C)C[C@@H]2Oc3ccc(NC(=O)CCCCCC(=O)Nc4ccccc4N)cc3CC(=O)N([C@@H](C)CO)C[C@H]2C)cc1	22[16.7 µM]	-7.8	8	-5	1	-1	-3	7
C[C@@H]1CN([C@@H](C)CO)S(=O)(=O)c2ccc(-c3ccc(F)cc3)cc2O[C@H]1CN(C)C(=O)Nc1ccccc1F	1[16.7 µM]	0.0	-8	-10	-1	-6	-18	0
CC(O)CNC(=O)Cc1cc(=O)[nH]c(=O)[nH]1 (configuration not stated)	-8	1.2	3	2	4	7	1	-3
O=C(Nc1cccc(NC(=O)c2cccs2)c1)c1ccc(F)cc1	29	0.0	-4	11	-2	-1	-10	4

Laid out differently: results already given.
Structure | miR-122 sensor | E-selectin induc | PGC1a acetyl inh | RAD54 inh | ERAP1 HTS inh | PglD DTNB | RAD52 inh | Cneo AK release
CC(C)(C)OC(=O)C[C@@H]1C/C=C\C[C@@H](CC(=O)N[C@@H](CO)Cc2ccccc2)C(=O)N2CCC[C@@H]2COC1=O | 10 | -0.2 | nt | -10 | 5 | 7 | 0 | 24
COc1ccc(N2CCC(CNC(=O)Nc3ccc(Cl)cc3)C2)cc1 (configuration not stated) | -1 | nt | -2 | -3 | 1 | -2 | 2 | -1
COc1ccc(NC(=O)N(C)C[C@@H]2Oc3ccc(NC(=O)CCCCCC(=O)Nc4ccccc4N)cc3CC(=O)N([C@@H](C)CO)C[C@H]2C)cc1 | 22[16.7 µM] | -7.8 | 8 | -5 | 1 | -1 | -3 | 7
C[C@@H]1CN([C@@H](C)CO)S(=O)(=O)c2ccc(-c3ccc(F)cc3)cc2O[C@H]1CN(C)C(=O)Nc1ccccc1F | 1[16.7 µM] | 0.0 | -8 | -10 | -1 | -6 | -18 | 0

New compounds follow.
SMILES	miR-122 sensor	E-selectin induc	PGC1a acetyl inh	RAD54 inh	ERAP1 HTS inh	PglD DTNB	RAD52 inh	Cneo AK release
COc1cc(NC(=O)c2cc(S(=O)(=O)N3CCc4ccccc43)cn2C)cc(OC)c1OC	-7	nt	-20	5	1	3	-8	-14
COCC(=O)N(C)C[C@@H]1Oc2ncc(-c3ccccc3C)cc2C(=O)N([C@@H](C)CO)C[C@@H]1C	4[16.7 µM]	-0.6	6	-4	-5	1	8	-3
CC1(C)SC2c3ccccc3C(=O)N2[C@@H]1C(=O)O (some centres not stated)	5	-0.1	nt	-2	-7	-5	-13	0
CCCN(C)C[C@H]1Oc2cc(Br)ccc2S(=O)(=O)N([C@@H](C)CO)C[C@H]1C	0[16.7 µM]	0.0	-1	-2	0	-3	-7	-6
C[C@@H](CN1C(=O)C(=O)NC[C@@H]1Cc1ccc(O)cc1)NC(=O)Cc1ccccc1	0	-0.1	-6	2	0	-4	-1	3
CCn1c(CSc2nc3ccccc3s2)nc2ccccc21	12	nt	-6	-6	nt	-1	nt	-15
COCCN1C(=O)c2[nH]nc(-c3ccccc3O)c2C1c1ccc(OC)cc1 (configuration not stated)	nt	1.5	7	nt	2	nt	-4	nt
Cc1ccccc1C(C(=O)NCc1ccccc1)N(Cc1ccco1)C(=O)c1ccccn1 (configuration not stated)	18	nt	-14	3	nt	7	nt	0
C[C@@H]1CN([C@H](C)CO)C(=O)Cc2cc(NC(=O)CCC(F)(F)F)ccc2O[C@@H]1CN(C)C(=O)NC1CCCCC1	-6[16.7 µM]	0.3&-0.1	-12	-5&-3	-1	2&5	13	5&0
OC[C@H]1[C@@H](c2ccc(-c3ccccc3F)cc2)[C@H]2CN(Cc3ccncc3)CCCCN21	4[16.7 µM]	0.1	5	0	1	3	-1	-1
COc1ccc(-n2c(C)c(C(C)=O)c3cc(OCC(N)=O)ccc32)cc1	-6	-1.9	-9	2	2	-4	-5	-2
CCN(CC)CCNC(=O)c1ccc(NC(=O)C2CCN(S(=O)(=O)c3ccc4c(c3)OCCO4)CC2)cc1	nt	0.4	nt	0	-5	-6	9	1
Cc1cccc(N2CCN(C(=O)CCCn3c(=O)[nH]c4ccsc4c3=O)CC2C)c1 (configuration not stated)	nt	-0.1	nt	-12	4	0	-18	2
C/C(=N/NC(=O)c1cccs1)c1ccc(NC(=O)COc2ccc(Cl)cc2)cc1	-2	nt	-2	-1	nt	-1	nt	-1
Cc1occc1C(=O)Nc1ccc([N+](=O)[O-])cc1Br	0	4.0	nt	-5	-4	0	-3	2
Cc1cc(Br)c(S(=O)(=O)NCCN2CCOCC2)cc1C	85	nt	6	-6	nt	-1	nt	-2
CCOP(=O)(c1ccccc1)C1(O)CCCCC1 (configuration not stated)	-6	nt	-13	-7	nt	-3	nt	3
CCNC(=O)C1CCCN1S(=O)(=O)c1ccc(C)cc1 (configuration not stated)	-3	nt	-7	17	1	-1	-18	0
O=C(CSc1ncn[nH]1)Nc1ccc(Br)cc1Br	-1	nt	-7	2	0	-3	-10	-4
COCCCNC(=O)c1cc(Nc2ccc(OC)cc2OC)nc2ccccc12	2	0.0	-2	5	-8	4	-1	-1
CCOc1ccc2nc(NCCNC(=O)CC)c(C#N)cc2c1	-3	nt	0	-15	nt	3	nt	2
CCN(Cc1cc(=O)oc2cc(C)ccc12)c1ccccc1	9	nt	nt	6	0	-16	-12	-1
O=C(CN1c2ccccc2Sc2ccccc21)NNC(=O)Nc1ccc(Cl)cc1	27	0.9	-5	3	1	5	-9	1
Cc1cc(=O)oc(C)c1C(=O)NCc1ccco1	8	nt	nt	8	nt	-6	nt	7
CN(C)CCN(C(=O)C1CCCCC1)c1nc2cc3c(cc2s1)OCO3	2	nt	1	41	3	2	21	1
CCN1[C@H](C(=O)NCC2CC2)[C@@H](CO)[C@@H]2Cn3c(ccc(-c4ccccc4)c3=O)[C@@H]21	-5[16.7 µM]	-0.3	nt	-11	0	0	1	-5
O/N=C1\CCCc2ccccc21	nt	2.2	4	nt	3	nt	-8	nt
Cc1ccc(S(=O)(=O)Cn2nnnc2C(C(C)C)N2CCN(c3nc4ccccc4s3)CC2)cc1 (configuration not stated)	-1	nt	-6	0	nt	5	nt	-1
O=C(CN1C(=O)C2C3CC(C(Br)C3Br)C2C1=O)N1CCN(Cc2ccccc2)CC1 (configuration not stated)	nt	nt	20	-5	1	-7	7	-4
CCOC(=O)C1(C)C=C(Nc2ccc(NC(C)=O)cc2)C(=O)N1c1ccc(NC(C)=O)cc1 (configuration not stated)	nt	1.0	5	nt	-2	nt	-8	nt
O=C(CC(c1ccccc1)c1cc(Br)ccc1O)N1CCCCC1 (configuration not stated)	2	nt	-8	3	-2	2	-3	1
Cc1ccsc1C(=O)N1CCCC1(C)C(=O)NCC(C)C (configuration not stated)	-2	1.2	-15	-6	2	-2	-3	-1
COc1ccc(/C=C2\SC(=S)N(CCCC(=O)N3CCOCC3)C2=O)cc1OC	nt	nt	nt	-14	1	-2	-59	6
Cc1c(C(=O)N(C)CCn2ccnc2C)oc2c(F)cccc12	-1	nt	2	2	3	-3	-8	3
C[C@@H]1CN([C@H](C)CO)C(=O)Cc2cc(NS(=O)(=O)c3ccccc3)ccc2O[C@H]1CN(C)S(=O)(=O)c1ccc(Cl)cc1	-4[16.7 µM]	-0.2	0	3	nt	0	nt	-3
CCc1cc(-c2[nH]ncc2-c2ccc([N+](=O)[O-])cc2)c(O)cc1OC	-3	nt	3	-6	nt	-2	nt	9
CCOc1ccc(/C(O)=C2\C(=O)C(=O)N(c3ccccn3)C2c2ccccc2F)c(C)c1 (configuration not stated)	-6	-0.3	nt	5	1	2	-13	1
CCN(CC)c1cc2c(c3c1ccn3C)C1CCC2C1 (configuration not stated)	2	-1.0	6	-4	-1	1	-4	-1
CC1CCCCN1CCNc1nc(=S)[nH]c2ccccc12 (configuration not stated)	2	nt	16	-3	nt	-1	nt	-1
CC1CCC(C(=O)NC(C(=O)N2CCC(N3CCCCC3)CC2)C(C)C)CC1 (configuration not stated)	-6	nt	4	-9	nt	2	nt	-1
CCOc1ccc2nc(SCC(=O)N3CCCc4ccccc43)sc2c1	-7	nt	2	2	nt	-1	nt	-3
COCC(=O)N(C)C[C@H]1Oc2ncc(C#Cc3ccc(OC)cc3)cc2C(=O)N([C@H](C)CO)C[C@H]1C	-2[16.7 µM]	-0.2	11	1	-9	1	-2	1
CCCc1ccc(-c2ccc(F)c(N)c2)nc1	-14	nt	5	-3	nt	-8	nt	-29
COc1ccccc1CNS(=O)(=O)c1ccc2[nH]cc(C(=O)O)c(=O)c2c1	0	nt	-1	-10	nt	4	nt	0
CCO[C@H]1c2c(ccc3ccc(=O)oc23)OC(C)(C)[C@@H]1O	-1	-0.5	8	6	0	2	-4	1
COC(=O)C(NC(=O)Nc1ccccc1OC)C(C)C (configuration not stated)	0	nt	12	0	nt	4	nt	1
Oc1c(C=Nc2cccnc2)sc2ccccc12	1	nt	-9	3	nt	-5	nt	1
CC(O)[C@H](NC(=O)C1(c2ccccc2)CCN(C(=O)OC(C)(C)C)CC1)C(=O)O (some centres not stated)	-5	0.0	-10	-24	nt	0	nt	5
CC(C)N1C(=S)SC(C)(C)C1n1oc(=O)n(-c2ccc(Cl)c(Cl)c2)c1=O (configuration not stated)	nt	nt	5	-7	nt	1	nt	-6
COc1cc(/C=N/n2nnnc2N)ccc1OCC#N	0	nt	-3	2	0	-7	-29	-1
O=C(Cc1cccs1)Nc1nc2c(s1)CCCC2	-4	nt	-16	6	nt	-2	nt	3
Cc1ccc(NC(=S)NCc2ccc3c(c2)OCO3)c(C)c1	-1	nt	33	-5	nt	4	nt	2
COc1ccc(N(CC(=O)NC2CCCCC2)C(=O)CNC(=O)c2ccco2)c(OC)c1	3	nt	-7	-6	nt	-1	nt	2
N#CCCN(C(=O)COC(=O)C1=COCCO1)c1ccc(F)cc1	-4	0.1	18	4	-1	3	3	-3
